PriA SSB inh: inhibitors of Klebsiella pneumoniae PriA binding to SSB C-terminal tail. 430,000 compounds, 0.6% hits. AID 1272365. inhibition, % at 33 µM. AlphaScreen SSBct-PriA binding, biotinylated peptide; in the data active = inhibition mostly above about 37%, no sharp cut-off; inactive = mostly below about 20%;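 also: plate controls were negative control peptide for no effect and reference peptide for full effect; strong numbers were not always called active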
Starred values were filed as active, the others as inactive; i = inactive; & = joins results of further samples. Only part of the results is shown; count on the stated rates, not on these rows.

SMILES	PriA SSB inh
COc1cccc2cc(C(=O)NCCn3ccnc3-c3cccnc3)oc12	-19.0
O=C1/C(=C/c2cccc(Br)c2)SC(=S)N1N=Cc1cc([N+](=O)[O-])ccc1O	-2.7
O=C(CSc1nnc(CCc2nc3ccccc3[nH]2)o1)NCc1ccccc1OC(F)(F)F	-4.0
CN(N=Cc1ccc2c(c1)OCO2)c1ccccc1	25.6
COc1ccc(/C=N/N=C2NC(=O)C(CC(=O)O)S2)cc1OCc1ccc(Cl)cc1Cl (stereo not given)	i
Cc1ccc(C=NNC(=O)C(C)Oc2ccccc2[N+](=O)[O-])s1 (stereo not given)	-8.5
O=C(COc1ccccc1F)NC[C@@](O)(c1ccccc1)C1CC1	-5.0
CCc1nc2sc(C(c3ccc(F)c(F)c3)N3CCN(C(=O)c4ccco4)CC3)c(O)n2n1 (stereo not given)	4.0
COc1cccc(OCC(=O)Oc2c(Br)cc(Br)cc2Br)c1	7.0
O=C(CCCS(=O)(=O)Cc1ccccc1)Nc1nc(-c2ccc3c(c2)CCCC3)cs1	-15.0
Cc1nnc(NC(=O)CSc2ccc(NC(=O)c3cccc(F)c3)nn2)s1	-11.0
O=C(NN=Cc1ccccn1)c1ccccc1O	-5.2
NS(=O)(=O)c1ccc(CCNC(=O)CCCn2nc(-c3ccccc3)ccc2=O)cc1	-16.0
Cc1c(NC(=S)NN=Cc2cc([N+](=O)[O-])ccc2O)c(=O)n(-c2ccccc2)n1C	21.7
Cc1cc(NN=Cc2ccncc2)nc2ccccc12	4.7
Cc1cc(C(=O)Nc2ccn3nccc3c2)no1	-9.0
C=CCn1c(SCC(=O)Nc2ccc(C(=O)OC)cc2)nc2scc(-c3ccc(C)o3)c2c1=O	-24.0
CCOC(=O)N1CCN(C(=O)Cn2nc(-c3ccccc3)ccc2=O)CC1	2.0
CC1(CC(=O)NN=Cc2ccc(OCc3ccc(Cl)cc3Cl)cc2)OCCCO1	-25.2
Cc1cc(NC(=O)c2ccc(S(=O)(=O)N3CCCc4ccccc43)cc2)n(C(C)C)n1	10.0
COc1cccc(-c2nnc3ccc(OCCNC(=O)c4ccc(F)cc4F)nn23)c1	5.0
COc1ccc(S(=O)(=O)N2CCCC2C(=O)Nc2nnc(-c3ccno3)o2)cc1 (stereo not given)	-1.0
O=C(COc1ccccc1)Nc1nc(C23CC4CC(CC(Cl)(C4)C2)C3)cs1	2.0
O=C(c1cccs1)N(Cc1ccccc1)c1ccccn1	-12.0
COc1ccc(C(=O)NCCc2nnc3ccc(SCC(=O)N4CCc5ccccc54)nn23)cc1	-15.0&3.0
O=C(c1cc(-n2cccc2)ccn1)N1CCN(CCc2ccccc2)CC1	5.0
CN1C(=O)C(C)(C)COc2ccc(NC(=O)COc3ccc(Cl)cc3Cl)cc21	0.0&20.0
OCC1C2c3ccccc3C(c3ccccc32)[C@H]1CO (stereo not given in full)	-2.0
CCCn1c(N=Cc2cc(OC)ccc2O)nc2ccccc21	-11.4
CC(=O)Nc1ccc(C(=O)NN=Cc2cc(Br)cc(Br)c2O)cc1	-12.4
COc1ccc(S(=O)(=O)Oc2cc(C)c(Cl)c(C)c2)cc1OC	-6.0
COC(=O)C(NC(=O)NC12CC3CC(C1)CC(c1ccc(C)cc1)(C3)C2)c1ccccc1 (stereo not given)	-8.0
Cc1cc(NC(=O)c2ccc(C(=O)c3ccccc3)cc2)no1	-15.0
O=C(Cc1ccc(Cl)cc1)NC1CCC(Oc2ncccn2)CC1 (stereo not given)	-15.0
O=C(Nc1nc2c(s1)CN(C(=O)c1ccc(-n3cccc3)cc1)CC2)C1CCC1	10.0
CC(=NNC(=O)c1ccc(C(C)(C)C)cc1)c1ccccn1	34.6
O=C(NCc1cc(-c2ccncc2)n(C2CCCC2)n1)c1ccc(S(=O)(=O)N2CCCCC2)cc1	0.0
O=C(/C(=N\O)n1cncn1)c1ccccc1Cl	i
CC1(C)C2CCC1(CS(=O)(=O)N1CCC3(CC1)OCCS3)C(=O)C2 (stereo not given)	-19.0
Cc1cc(C)nc(NC(=O)NCCCSc2nnc(-c3ccccc3)o2)n1	-8.0
Cc1nc(C)c(CC(=O)NC2CCCCC2)s1	-12.0
O=C(CC(=O)Nc1cccc(Cl)c1)NN=Cc1ccccc1	-7.6
Cc1nc(-c2ccc(N3CCN(C(=O)Cn4cccn4)CC3)nc2)no1	-38.0
O=C(c1cc(-c2ccco2)[nH]n1)N1CCN(c2cc(C(F)(F)F)ncn2)CC1	-3.0
O=C(NCCCn1nc(-c2ccc(F)cc2)ccc1=O)c1cccs1	-10.0
C/C(C=NNC(=O)c1cccs1)=C\c1ccccc1	-6.6
CCn1nc(C)cc1C(=O)N(CCN1CCOCC1)c1nc2c(F)cc(F)cc2s1	-6.0
O=C(Cc1c[nH]c2ccccc12)NCc1cccnc1-c1ccsc1	-25.0
O=C(NCCc1ccoc1)C(=O)NCC(F)(F)F	1.0
S=c1[nH]nc(-c2ccc(Cl)cc2)o1	-8.0

Other structures:
SMILES	PriA SSB inh
Cc1cc(C)n2nc(C(=O)NCc3cccnc3-c3cccs3)nc2n1	-21.0
CN(C)[C@@H](CNC(=O)C(=O)Nc1ccc(F)c(Cl)c1)c1ccc2c(c1)CCO2	1.0
O=C(Nc1c(C(=O)Nc2ccc(F)c(F)c2)oc2ccccc12)c1ccccc1Br	-17.0&-10.0
S=c1[nH]nc(-c2ccncc2)o1	-4.0&5.0&-9.0
CC(=NNC(=O)CN1CCN(S(=O)(=O)c2ccc(Br)cc2)CC1)c1ccco1	-0.9
CC(C)C(=O)Nc1ccc(S(=O)(=O)Nc2ccc3c(c2)C(=O)NCCO3)cc1	-1.0
CC(O)(CNS(=O)(=O)/C=C/c1ccccc1)c1cc2ccccc2s1 (stereo not given)	-3.0
CCOC(=O)c1c(NC(=O)[C@H](C)Sc2ncccn2)sc2c1CCC2	-4.0
COC(=O)c1ccc(NC(=O)CSc2nnc(CNc3ccc(Cl)cc3)n2-c2ccccc2)cc1	-4.0
COCCn1c(SCC(=O)Nc2ccc([N+](=O)[O-])cc2)nnc1-c1c[nH]c2ccccc12	-7.0
COc1ccc2cc(C(=O)NCC3CCN(C(=O)c4ccccc4F)CC3)[nH]c2c1	-3.0
O=C(Nc1nnc(-c2ccc3c(c2)OCCO3)o1)C(c1ccccc1)c1ccccc1	-11.0
COc1ccc(S(=O)(=O)Nc2cccc(C(=O)N3CCN(c4nc5c(C)ccc(C)c5s4)CC3)c2)cc1	-9.0
COc1ccc(C(C)=NNC(=O)c2cc(-c3cccnc3)nc3ccccc23)cc1	-10.3
O=C(CNS(=O)(=O)c1ccccc1)NN=Cc1ccc(Cl)cc1	0.0
COc1ccccc1NC(=O)c1ccc(COc2ccc(Cl)cc2)o1	-6.0
O=S(=O)(NCCNc1ccc(-n2cccc2)nn1)c1ccccc1Cl	-5.0
COc1ccc(-c2ccc(/C=C3\SC(=S)N(C(C(=O)O)c4ccccc4)C3=O)o2)cc1 (stereo not given)	5.0
O=C1/C(=C/c2cccs2)SC(=S)N1c1cc(Cl)cc(Cl)c1	-10.0
COc1ccc2nc(C)cc(SCC(=O)NN=Cc3ccco3)c2c1	-9.4
O=C(NCc1ccccc1)N1CCC(c2nnc(-c3ccco3)s2)CC1	-8.0
COc1ccc(C)cc1S(=O)(=O)NCC(c1ccsc1)N1CCOCC1 (stereo not given)	-9.0
CCOC(=O)c1ccccc1NC(=O)CN1C(=O)C[C@@H](c2ccc(OC)cc2)Sc2ccccc21	-7.0
Cc1nc(N2CCCC2)nc(C)c1NC(=O)c1ccco1	-12.0
CCOc1cc(NC(=O)[C@H](C)Oc2ccc(C)cc2OC)ncn1	-8.0
Cc1ccc(S(=O)(=O)NCCN(CCNS(=O)(=O)c2ccc(C)cc2)C(C)C)cc1	-13.0
CN(C)CCCN(C(=O)c1ccc(S(=O)(=O)N(C)C2CCCCC2)cc1)c1nc2ccc(Cl)cc2s1	14.0
O=C(CCc1csc(NC(=O)c2ccc[nH]c2=O)n1)Nc1nccs1	-14.0
COc1ccc(OC)c(N2CC(c3nc(-c4ccncc4)no3)CC2=O)c1 (stereo not given)	-2.0
CC(C)c1ccc(CNC(=O)c2ccc3c(=O)nc4c(-c5cccc(F)c5)n[nH]n4c3c2)cc1	-4.0
N#C/C(=C/c1cccs1)c1nc(-c2cccs2)cs1	-19.0
CCOc1ccc2nc(NC(=O)c3ccnn3C)sc2c1	-18.0
CCCCN(C)C=Nc1c(C#N)cnn1-c1ccc(C)cc1	-46.7
Cn1nc(CNC(=O)c2ccc3nsnc3c2)cc1-c1ccco1	-11.0
CC(O)(CN)c1ccc2c(c1)OCO2 (stereo not given)	3.0
Cc1cc(C)n(-c2ccc(CCC(=O)N3CCN(c4nsc5ccccc45)CC3)cc2)n1	-1.0
CC(c1ccccc1)n1c(=O)[nH]c2ccccc21 (stereo not given)	2.0&4.0
Cn1c(SCc2ccccc2Cl)nnc1-c1c[nH]c2ccccc12	-1.0
O=C(CC(NCc1ccco1)C(=O)O)NN(c1ccccc1)c1ccccc1 (stereo not given)	-4.0
COc1ccc(S(=O)(=O)Nc2ccc3c(c2)CCC(=O)N3C)cc1F	-5.0
O=c1[nH]c(=O)n(-c2cccc3ccccc23)c(O)c1C=NN1CCCCCC1	7.4
O=S(=O)(CCc1ccccc1)NCC1CCN(Cc2ccco2)CC1	-13.0
CCOC(=O)c1ccc2c(c1)sc(=NC(=O)c1ccn(CC)n1)n2CCSC	-9.0
O=C(C1c2ccccc2Oc2ccccc21)N1C2CCC1COC2	-15.0
Cn1c(SCC(=O)N2CCOCC2)nnc1-c1ccc(=O)n(C)c1	-15.0
Cc1ccc(NC(=O)CSc2nccc(N3CCCC3)n2)cc1F	-3.0
COc1ccc2sc(N(CCN3CCOCC3)C(=O)c3cc(=O)c4ccccc4o3)nc2c1	-17.0
Cc1nnc(-c2ccc(NC(=O)c3cccc4ccccc34)cc2)o1	-12.0
COc1ccc(-c2cc(=O)[nH]c(SCc3nc(-c4cccc(OC)c4OC)oc3C)n2)cc1	-22.0
Clc1ccccc1/C=C/c1nn2c(-c3ccco3)nnc2s1	-18.0

The final three records of the section before open the next one:
SMILES	PriA SSB inh
Cc1nnc(-c2ccc(NC(=O)c3cccc4ccccc34)cc2)o1	-12.0
COc1ccc(-c2cc(=O)[nH]c(SCc3nc(-c4cccc(OC)c4OC)oc3C)n2)cc1	-22.0
Clc1ccccc1/C=C/c1nn2c(-c3ccco3)nnc2s1	-18.0
O=S(=O)(NCC1CCN(S(=O)(=O)C2CC2)CC1)c1ccc2c(c1)OCCCO2	-6.0
Cc1ccc(NC(=O)NCCNc2cc(N3CCOCC3)nc(C)n2)c(Cl)c1	-26.0
COc1ccc(C(=O)Nc2nc(-c3csc(NC(=O)c4ccc(OC)cc4)n3)cs2)cc1	-20.0
O=C(C1=C(O)C(=O)N(CCCn2ccnc2)[C@@H]1c1ccncc1)c1cccs1	-15.0
COc1ccc(N(CC(=O)NN=Cc2cccs2)S(=O)(=O)c2ccc(OC)c(OC)c2)cc1	-10.6
Cc1ccc(Cl)cc1S(=O)(=O)Nc1ccc2c(c1)N(C(=O)C1CCCC1)CC2	0.0
O=C(NCCCN1CCN(c2ccccc2)CC1)c1ccc(Br)o1	-5.0
CC1CCCC(=NNC(=S)NCc2ccccc2)C1 (stereo not given)	1.9
CCOc1ccc(C(=O)NCc2cncc(-c3cccs3)c2)cn1	-14.0
CCOc1ccccc1-n1nnc(C(=O)OCc2cc(C)ccc2C)c1C	-35.0
Cc1ccc2oc(C(=O)NCc3cccs3)cc2n1	-14.0
CN(C)C=Nc1nc(Sc2ccc(C(F)(F)F)cc2[N+](=O)[O-])n[nH]1	-4.1
CC1(C)CCCC1O (stereo not given)	-7.0
CCCCOc1ccccc1NC(=O)CC1Sc2ccc(C(F)(F)F)cc2NC1=O (stereo not given)	-28.0
CCOC(=O)CN=CC(C(C)=O)=C(C)O	-8.3
COc1ccccc1OCCOc1ccccc1C=Nn1cnnc1	-21.3
CCOC(=O)c1c(-c2ccc(C)c(C)c2)csc1NC(=O)CN1CCC(C)CC1	16.0
COc1ccccc1N1CCN(C(=O)Cn2cnc3c([nH]c4ccc(C)cc43)c2=O)CC1	-6.0
O=C(Nc1ccc2c(c1)C(=O)NCCO2)c1cccc(C(F)(F)F)c1	-6.0
Cc1ccc(Cl)cc1S(=O)(=O)N1CCN(C(c2ccccc2)c2ccccc2)CC1	-13.0
O=C(CN1CCN(CCn2ccnc2-c2ccccc2)CC1)N1CCOCC1	-11.0
CCc1ccc(-c2cc3c(=O)n(Cc4nc(-c5ccc6c(c5)OCO6)no4)ccn3n2)cc1	3.0
Brc1ccc(CSc2ccc(-c3ccncc3)nn2)cc1	10.0
COCCNC(=O)NCC1CCCN1c1nccs1 (stereo not given)	15.0
COc1cc(Nc2ccc(NS(=O)(=O)c3ccccc3Cl)cc2)nc(C)n1	5.0
O=c1c2ccccc2[nH]c2ccc(I)cc12	-5.0

Reprinted at random: four records from the list.
SMILES	PriA SSB inh
O=S(=O)(NCC1CCN(S(=O)(=O)C2CC2)CC1)c1ccc2c(c1)OCCCO2	-6.0
COCCNC(=O)NCC1CCCN1c1nccs1 (stereo not given)	15.0
CCOC(=O)c1c(-c2ccc(C)c(C)c2)csc1NC(=O)CN1CCC(C)CC1	16.0
CC1(C)CCCC1O (stereo not given)	-7.0

Source: PubChem BioAssay
